Screening results: PubChem, several laboratories
GalR3 antag = GalR3 antagonists in HEK293 cells, primary screen, cell-based, fluorescence readout. Galanin receptor type 3 (Homo sapiens), O60755. HEK293 GalR3-CNG cAMP membrane potential fluorescence; galR3 body fused to GalR1 C-terminus. inhibition, % at 3 µM. 0.44% of 360,000 active. AID 651719, 2012;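 active means inhibition above the screen-wide average plus 3 SD, cut at about 13% in these data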;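 further: forskolin and galanin both at EC90 stimulate the cells; cAMP rise reported by CNG channel membrane potential dye signal; 0% = forskolin plus galanin with DMSO and 100% = forskolin alone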
Target sequence (O60755 1-299 limits assumed): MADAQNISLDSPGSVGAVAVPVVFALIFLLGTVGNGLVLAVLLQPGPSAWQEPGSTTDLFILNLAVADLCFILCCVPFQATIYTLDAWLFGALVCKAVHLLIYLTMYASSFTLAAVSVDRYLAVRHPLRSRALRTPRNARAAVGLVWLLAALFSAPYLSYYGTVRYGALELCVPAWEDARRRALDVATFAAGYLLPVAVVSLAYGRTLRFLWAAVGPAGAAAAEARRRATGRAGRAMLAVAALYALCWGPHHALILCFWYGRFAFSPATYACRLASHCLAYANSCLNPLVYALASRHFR
CRFR2-BP ag = agonists of CRF-BP/CRF-R2 complex, primary screen, cell-based, HEK293, calcium dye fluorescence, uHTS; CRF-binding protein / CRF receptor 2 complex (human); calcium dye fluorescence (FLIPR); percent of saturating CRF peptide response; activation, % at 13.2 µM; 0.46% of 350,000 active; AID 588473, 2011;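 active means activation of at least 50%, plus an integration ratio under a set limit after plate pattern correction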;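 further: plate controls were neutral control wells without compound for no effect and CRF at EC100 for full effect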
CRFBP-R2 block = antagonists of CRF-BP/CRF-R2 complex, primary screen, cell-based, HEK293, calcium dye fluorescence, uHTS. CRF-induced calcium fluorescence. inhibition, % at 11.8 µM. 0.59% of 350,000 active. AID 588475, 2011;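 active means inhibition of the ligand-induced calcium signal above about 50% at the single tested concentration, limit read from the data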
The depositor's hits bear a star. A portion of the library; the hit share may differ from the screen's.

SMILES	CRFR2-BP ag	GalR3 antag	CRFBP-R2 block
CC1CCCN(C(=O)Cn2c(=O)oc3cc(S(=O)(=O)N4CCCCC4C)ccc32)C1 (centres undefined)	-0.6	-1.7	-9.8
COc1ccccc1C(CNC(=O)c1ccc(-c2ccccc2Cl)o1)N1CCCC1 (centres undefined)	7.0	-2.8	22.3
C#Cc1cccc(C(=O)N(Cc2cccnc2)CC2CCCN(C3CCCCC3)C2)c1 (centres undefined)	-2.6	-3.7	11.0
Cc1ccc(-c2nc3ccc(Cl)cn3c2CC(C)(C)C)cc1	10.6	-4.0	2.3
O=C(CNC(=O)c1ccc(Cl)cc1Cl)OCCOc1ccccc1	-0.6	-3.5	13.7
COc1ccc(C(=O)NCCS(=O)(=O)NCc2ccccc2OC)cc1	0.4	10.6	7.7
CC(C)n1c(CNC(=O)c2ccccc2F)nnc1SCC(=O)c1ccc(F)cc1	-0.6	-4.6	4.0
CC(C)C[C@@]12C(=O)N(c3cccc(Cl)c3)C(=O)N1[C@H](c1ccc(Cl)cc1)[C@@H]1C(=O)N(C3CCCCC3)C(=O)[C@@H]12	4.1	-2.9	-8.7
CCOc1ccc(CCNC(=O)COC(=O)Cc2ccc(OC)c(OC)c2)cc1OCC	0.0	-4.7	-1.0
O=C(COc1cc(F)ccc1[N+](=O)[O-])N1N=C(c2cccs2)CC1c1ccco1 (centres undefined)	-1.9	-4.4	2.3

Remaining list, next part:
SMILES	CRFR2-BP ag	GalR3 antag	CRFBP-R2 block
CC(C)(C)OC(=O)C[C@@H]1C/C=C\C[C@@H](CC(=O)N[C@H](CO)Cc2ccccc2)C(=O)NC[C@@H](c2ccccc2)OC1=O	1.9	-1.0	-6.2
NC(=O)N(N)c1nc(N2CCCC2)nc(N2CCCC2)n1	0.4	-8.5	3.6
O=C(NNC(=O)c1ccccc1F)c1ccc(Cl)c(S(=O)(=O)N2CCOCC2)c1	-0.7	0.1	-10.0
O=C(CCNS(=O)(=O)c1ccc(Br)cc1)NCCCSc1ccccc1	-0.2	-2.2	2.3
COCCN(C(=O)COC(=O)CCC(=O)c1cccs1)c1c(N)n(Cc2ccccc2)c(=O)[nH]c1=O	-1.5	-2.0	10.3
Cc1ccc(NC(=O)C2CCC2)cc1S(=O)(=O)N1CCCCCC1	-1.8	-1.1	12.3
CCCn1c(NC(=O)CCNC(=O)c2ccccc2Cl)nc2ccccc21	-3.9	-3.1	-7.3
COc1ccc(S(=O)(=O)Nc2cccc3c2O[C@H](CN(C)C(=O)Nc2c(C)noc2C)[C@@H](C)CN([C@H](C)CO)C3=O)cc1	-0.4	-4.0	12.4
COc1ccccc1CN(C)C(=O)COC(=O)c1ccc(Cl)nc1	-1.9	-3.2	2.0
CCNC(=O)c1ccc(=O)n(Cc2ccc(Cl)cc2Cl)c1	1.6	3.9	11.8

(list continues)
SMILES	CRFR2-BP ag	GalR3 antag	CRFBP-R2 block
O=C(O)CC(c1ccccc1)N1C(=O)c2ccccc2C1=O (centres undefined)	1.0	3.1	13.9
COc1ccc(C2CC(=O)C=C3c4ccc(OC)cc4CCC32)cc1 (centres undefined)	1.3	-3.4	-2.3
Cc1ccc(NCCCn2cnc(C(=O)Nc3ccc(C)c(C)c3)n2)cc1C	-4.0	-4.1	1.1
CCSc1nnc(NC(=O)c2ccc(F)c(S(=O)(=O)N3CCOCC3)c2)s1	0.6	1.2	9.9
CCOC(=O)c1c(C)[nH]c(C(=O)COC(=O)CCNS(=O)(=O)c2ccc(NC(C)=O)cc2)c1C	0.2	2.9	-8.1
O=C(C[C@H]1C/C=C\CCCC(=O)OC[C@H]2CCCN2C1=O)NCCO	-2.2	-0.3	-3.1
CCOC(=O)C1=C(C)NC(C)=C(C(=O)OCC)C1C(=O)OCC(=O)N1CCOCC1	0.2	-1.0	3.3
COc1ccc(NC(=O)c2ccc3c(c2)OCO3)cc1S(=O)(=O)N1CCOCC1	-1.9	-4.2	9.9
Cc1ccc(Nc2cc(Cl)nc(N)n2)c([N+](=O)[O-])c1	-6.9	-4.6	-6.2
O=C(NCCCNC(=O)c1c(Cl)cccc1Cl)c1c(Cl)cccc1Cl	-1.7	-5.1	-7.5

Other structures:
SMILES	CRFR2-BP ag	GalR3 antag	CRFBP-R2 block
Nc1ccc(C(=O)N2CCN(S(=O)(=O)/C=C/c3ccccc3)CC2)cc1[N+](=O)[O-]	0.3	-4.6	11.1
Cc1ccc(C)c(Nc2cc(C)nc3ccccc23)c1	0.3	-7.9	0.5
CCC1(c2ccccc2)NC(=O)N(CC(=O)Nc2ccccc2N2CCCC2)C1=O (centres undefined)	9.9	-4.0	-13.3
O=c1c2ccccc2c2ccccc2c(=O)n1Nc1ccccc1	-2.0	-6.2	7.7
COc1ccc2nc(SC(C)C(=O)NC3CCCC3)[nH]c2c1 (centres undefined)	-1.4	12.1	12.6
Cc1cc(C(=O)CN2C(=O)NC(C)(c3ccc(F)c(F)c3)C2=O)c(C)n1C1CC1 (centres undefined)	17.3	-8.9	-24.9
C[C@H](CO)N1C[C@H](C)[C@@H](CN(C)Cc2cccc(O)c2)OCc2cnnn2CCCC1=O	-0.4	-6.0	-0.9
O=C(COC(=O)c1ccccc1OCc1ccccc1Cl)NCC1CCCO1 (centres undefined)	-4.6	-4.1	5.9
CC(=O)Nc1cccc(N)c1	-1.8	1.3	7.2
Cc1ccc(NS(=O)(=O)c2ccccc2)c(NS(=O)(=O)c2ccccc2)c1	1.1	-6.4	0.9

Gathered by group, the entries above containing a tert-butyl group.
SMILES	CRFR2-BP ag	GalR3 antag	CRFBP-R2 block
Cc1ccc(-c2nc3ccc(Cl)cn3c2CC(C)(C)C)cc1	10.6	-4.0	2.3
CC(C)(C)OC(=O)C[C@@H]1C/C=C\C[C@@H](CC(=O)N[C@H](CO)Cc2ccccc2)C(=O)NC[C@@H](c2ccccc2)OC1=O	1.9	-1.0	-6.2

Further results.
SMILES	CRFR2-BP ag	GalR3 antag	CRFBP-R2 block
NS(=O)(=O)c1ccc(CCNC(=O)CSCC(=O)Nc2ccc(Cl)cc2)cc1	-1.2	-3.5	15.9
CC1(C)SC2C(NC(=O)C3(N)CCCCC3)C(=O)N2C1C(=O)O (centres undefined)	0.4	-5.0	-7.7
Cc1ccc(S(=O)(=O)N2CCN(C(=O)COC(=O)CNC(=O)c3ccc(Cl)cc3Cl)CC2)c(C)c1	1.1	-3.9	2.0
COc1cc2cc(C(C)(C)O)oc(=O)c2cc1OC	-2.2	-1.4	-7.9
O=C(NNc1ccccc1)NC(Cc1ccccc1)C(=O)O (centres undefined)	1.7	-4.0	-17.3
CN(C)CCn1c2c(c(SCC(=O)Nc3cccc4ccccc34)nc1=O)CCC2	-1.3	-1.8	-4.4
CC1CCCCC1NC(=O)c1ccc(NS(=O)(=O)c2ccc3[nH]c(=O)[nH]c3c2)cc1 (centres undefined)	0.7	0.0	-5.1
CCOC(=O)[C@H]1[C@H]2COc3ccc(Cl)cc3[C@@H]2N2C(=O)CNC(=O)[C@@]12C	-0.3	-6.0	4.4
CSc1ncc(Sc2ccccc2)c(C(=O)O)n1	2.0	-3.5	15.0
O=C(OCc1nnc(-c2ccccc2)o1)c1ccc([N+](=O)[O-])o1	-1.1	-3.5	-8.4

Going on with the list:
SMILES	CRFR2-BP ag	GalR3 antag	CRFBP-R2 block
CC(C)CN(C(=O)COC(=O)c1ccc2c(c1)OCCO2)c1c(N)n(Cc2ccccc2)c(=O)[nH]c1=O	0.5	-0.8	-7.9
Nn1c(SCC(=O)Nc2ccccc2)nnc(Cc2ccccc2)c1=O	-0.7	-4.3	7.8
Cn1ccc(NC(=O)c2ccc(Cl)cc2)n1	-0.2	-3.0	-6.5
CCc1cccc(-n2c(SCC(=O)c3c(N)n(C4CC4)c(=O)[nH]c3=O)nnc2N2CCOCC2)c1	1.7	-1.1	0.3
CN(C(=O)COC(=O)c1ccccc1Cc1ccccc1)c1c(N)n(Cc2ccccc2)c(=O)[nH]c1=O	2.1	-6.0	-0.7
O=C1Cc2cc(S(=O)(=O)Nc3ccc(F)cc3Cl)ccc2N1	-0.6	-5.1	1.9
COC(=O)C1(C)COP(=O)(NC23CC4CC(CC(C4)C2)C3)OC1 (centres undefined)	-0.9	-8.8	32.6
COc1ccc(CC(=O)Nc2ccccc2C(C)=O)cc1S(=O)(=O)N1CCOCC1	1.2	-1.6	-10.0
CC(Sc1cccc[n+]1[O-])C(=O)NC1CCCCC1C (centres undefined)	-0.3	-0.9	-2.4
Cc1cc(Br)ccc1NC(=O)CN(C)C(=O)CN1C(=O)NC2(CCCC2)C1=O	5.8	1.8	6.8

(more compounds)
SMILES	CRFR2-BP ag	GalR3 antag	CRFBP-R2 block
CN1OC[C@@H]2CN(S(=O)(=O)c3cccc4ccccc34)[C@H](c3ccc(-c4ccccc4)cc3)C[C@@H]21	1.1	-5.1	-0.2
O=C(CC1CC1)Nc1ccc2c(c1)[C@@H]1C[C@H](CC(=O)NC3CCCC3)O[C@@H](CO)[C@@H]1O2	0.9	-1.8	-4.9
Cc1cc(C)n2nc(C(=O)OCC(=O)N(C)C3CCS(=O)(=O)C3)nc2n1 (centres undefined)	1.0	-5.3	-4.3
COc1ccc(S(=O)(=O)N2CCOCC2)cc1C(=O)Nc1cccc(C(=O)NC2CC2)c1	0.5	-7.4	-5.0
COc1ccc(C(=O)Cn2c(C(C)=O)nc3ccccc32)cc1	0.4	-6.7	13.9
C[C@H]1CN([C@@H](C)CO)S(=O)(=O)c2ccc(Br)cc2O[C@@H]1CN(C)C(=O)CCN1CCCCC1	2.5	-0.9	-21.8
COc1ccc(CNC[C@H]2O[C@@H](n3ccc(=O)[nH]c3=O)[C@H](O)[C@@H]2O)cc1OC	2.2	-3.0	-11.7
COc1cc(O)c(C(=O)CC(=O)c2ccncc2)c(OC)c1	-3.5	-4.5	4.4
COc1ccccc1CCNS(=O)(=O)CCNC(=O)c1ccccc1	-0.2	-3.4	-4.9
COCCn1c(C)cc(C(=O)COC(=O)C2CC(=O)N(CCc3ccc(OC)c(OC)c3)C2)c1C (centres undefined)	-0.4	-1.8	15.1

Next part
SMILES	CRFR2-BP ag	GalR3 antag	CRFBP-R2 block
CC(C)N(C(=O)COC(=O)c1ccc(Cl)s1)c1ccccc1	-0.7	-3.9	-7.7
CCC(CC)n1c(C)cc(=O)n1C(CC)CC	2.0	-4.0	7.2
COc1ccc(CN2C(=O)C(CC(=O)NC3CCCC3)CC(C(=O)N(C)C)=C2C)cc1 (centres undefined)	-0.6	-4.5	-11.0
O=C(NCCS(=O)(=O)N1CCN(Cc2ccccc2)CC1)c1ccc(F)cc1	0.2	-6.5	4.4
CCc1ccc(C(=O)C(C)OC(=O)CNS(=O)(=O)c2ccc(C)cc2)cc1 (centres undefined)	-2.9	-3.7	1.9
COc1ccccc1N(Cc1ccccc1)S(=O)(=O)c1cccc(C(=O)N2CCCCC2)c1	-0.7	-1.1	12.7
CC(C)c1ccc(NC(=O)CN(C)C2=NS(=O)(=O)c3ccccc32)cc1	-0.3	-5.0	-7.0
CS(=O)(=O)Cc1ccc(C(=O)N2CCN(C(=O)c3cccs3)CC2)cc1	2.6	-5.8	0.4
CC(C)(C)N(Cc1ccccc1)C(=O)COC(=O)c1ccccc1SCC(=O)N1CCCC1	-1.4	-0.2	8.9
O=C(c1cccc(S(=O)(=O)N2CCc3ccccc32)c1)N1CCCC(C(F)(F)F)C1 (centres undefined)	-0.5	-2.8	6.3

(continued)
SMILES	CRFR2-BP ag	GalR3 antag	CRFBP-R2 block
CNC(=O)[C@@H]1CCC(=O)N1	2.4	-6.0	-8.0
CCOC(=O)N1CCN(C(=O)COC(=O)c2cccc(S(C)(=O)=O)c2)CC1	1.4	-1.5	-3.7
O=C(NCC(c1ccco1)N1CCOCC1)c1cccc(Cl)c1 (centres undefined)	-1.5	0.1	4.4
Cc1ccc(S(=O)(=O)N2CCN(C(=O)COC(=O)C3CC3C)CC2)c(C)c1 (centres undefined)	-0.1	-6.2	15.5
CSc1ncnc2c1ncn2CCCN1CCN(C(=O)C2CC2)CC1	0.5	-1.2	-4.2
O=C(c1ccccc1)C(O)c1ccccc1 (centres undefined)	-0.5	-1.2	10.2
CCCNC(=O)N(C)C[C@@H]1Oc2cc(C#C[C@H](C)O)ccc2S(=O)(=O)N([C@H](C)CO)C[C@H]1C	-0.2	-1.3	11.6
Cc1ccc(OCCNC(=O)c2ccc(NC(=O)CC3SC(N4CCCC4)=NC3=O)cc2)cc1 (centres undefined)	-0.7	-2.1	12.9
COC(=O)[C@]1(Cc2ccccc2)N[C@H](CN(C)C(=O)c2ccc(C(C)(C)C)cc2)[C@@H]2C(=O)N(Cc3ccccc3)C(=O)[C@@H]21	4.4	-4.6	21.0
C=CC[C@@H](CC(=O)N[C@@H](CO)Cc1ccccc1)C(=O)NCCOC(=O)[C@@H](CC=C)Cc1ccc(F)cc1	-5.3	-4.9	-0.7
CN(C)C1(CNC(=O)c2cccc(S(=O)(=O)Nc3ccc(Br)cc3)c2)CCCCC1	-0.1	-5.1	-1.7
